# HIV fusion peptide: inhibitors of HIV fusion peptide binding, primary screen, biochemical, uHTS, fluorescence dequenching (AID 1986); cell-free peptide binding, fluorescence dequenching, 30 min; higher % means a stronger effect; one-dose inhibition, % at 20 µM; IC50 in µM for titrated hits; 290,000 compounds, 0.3% hits; in the data active means inhibition mostly above about 52%, no sharp cut-off; inactive means mostly below about 76%; further: some results filed as inactive read as strong as hits
# KOR beta-arrestin-1: KOR agonists, beta-arrestin recruitment, primary screen, cell-based, luminescence, uHTS (AID 1777). Kappa-type opioid receptor (Homo sapiens). KOR beta-arrestin recruitment, luminescence; higher % means a stronger effect. activation, % at 10 µM; hits with a dose series show EC50 in µM. 280,000 compounds, 0.02% hits; in the data active means activation above about 50%, passing the limit was not always enough; further: a part of the inactive calls stands beside numbers as strong as those of hits
# GPR55 LPI antagonism: GPR55 antagonists blocking LPI-driven arrestin recruitment, primary screen, imaging, U2OS, beta-arrestin-GFP, LPI agonist (AID 2013); 290,000 compounds, 0.13% hits; U2OS GPR55 beta-arrestin-GFP translocation imaging, LPI antagonism; higher % means a stronger effect; one-dose inhibition, % at 10 µM; IC50 in µM for titrated hits; G-protein coupled receptor 55 (Homo sapiens);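 active means spots per cell inhibited over 60%, with over 100 cells counted and total cytoplasm intensity under 500,000; inconclusive means wells with under 100 cells, flagged as likely toxic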;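 further: U2OS cells stably carrying GPR55 and arrestin-GFP stimulated by 5 µM LPI near EC80; imaged beta-arrestin-GFP aggregate spots per cell after agonist stimulation; plate controls were LPI-stimulated DMSO wells for no effect and DMSO wells without LPI for full effect; some results filed as inactive read as strong as hits; confirmed hits need IC50 under 10 µM and bright autofluorescent wells are also inconclusive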
# GPR35 arrestin U2OS: GPR35 antagonists blocking zaprinast-driven arrestin recruitment, primary screen, imaging, U2OS, beta-arrestin-GFP, zaprinast agonist (AID 2058); G-protein coupled receptor 35 (Homo sapiens); U2OS GPR35 beta-arrestin-GFP translocation imaging, zaprinast antagonism; higher % means a stronger effect; one-dose inhibition, % at 10 µM; IC50 in µM for titrated hits; 290,000 compounds, 0.052% hits;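 active means inhibition of at least 50% with at least 30 cells and total cytoplasm GFP at most 10,000,000; inconclusive means under 30 cells or total GFP of 10,000,000 plus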
# West Nile antiviral: West Nile virus antiviral activity, cell-based, CPE readout (AID 1621); West Nile virus-infected cells, CPE inhibition; higher % means a stronger effect; CPE inhibition, % at 10 µM; hits with a dose series show IC50 in µM; 290,000 compounds, 0.02% hits; in the data active means a potency from the dose series; inconclusive means CPE inhibition mostly from about 3.7% at the one dose, without a potency; inactive means the rest, 99 in 100 with CPE inhibition below about 2.2%; further: strong numbers were not always called active
# NOD1 inhibition: NOD1 signaling inhibitors, primary screen, cell-based, luminescence, uHTS (AID 1578); 290,000 compounds, 1% hits; inhibition, % at 4 µM, or EC50 in µM where a hit was titrated; NOD1-driven NF-kB luciferase reporter cells, luminescence; higher % means a stronger effect; in the data active means inhibition mostly above about 36%, no sharp cut-off; inactive means mostly below about 34%;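 further: HEK-293T reporter cells stimulated with the NOD1 agonist gamma-tri-DAP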
# GPR55 activation: GPR55 agonists via beta-arrestin recruitment, primary screen, imaging, U2OS cells, beta-arrestin-GFP redistribution (AID 1961). G-protein coupled receptor 55 (Homo sapiens). U2OS GPR55 beta-arrestin-GFP redistribution imaging; higher % means a stronger effect. activation, % at 10 µM, or EC50 in µM where a hit was titrated. 290,000 compounds, 0.048% hits;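 active means activation above 40% with more than 50 cells counted in the well; inconclusive means wells holding fewer than 50 cells, flagged as toxic or sparse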;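 further: U2OS osteosarcoma cells stably expressing GPR55 and beta-arrestin-GFP; plate controls were DMSO negative control for no effect and LPI positive control for full effect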
# KOR beta-arrestin-2: KOR antagonists, beta-arrestin recruitment, cell-based, luminescence, uHTS (AID 1778). Kappa-type opioid receptor (Homo sapiens). KOR beta-arrestin recruitment, luminescence, antagonist mode; higher % means a stronger effect. inhibition, % at 10 µM; hits with a dose series show IC50 in µM. 290,000 compounds, 0.091% hits; in the data active means inhibition above about 50%; further: strong numbers were not always called active
# Dengue-2 NS5 capping: Dengue-2 NS5 methyltransferase inhibitors, primary screen, biochemical, confirmation dose response (AID 588689); inhibition, % at 25 µM, or IC50 in µM where a hit was titrated; Genome polyprotein (Dengue virus type 2 (strain 16681-PDK53)); Dengue-2 NS5 methyltransferase capping enzyme assay, biochemical; higher % means a stronger effect; 340,000 compounds, 0.3% hits; in the data active means a potency from the dose series; inconclusive means inhibition above about 29% without an active follow-up result
# Dengue-2 NS5 capping pilot replicate: further read-out of Dengue-2 NS5 capping, marked with its call; inhibition, %; measured here: pilot screen replicate inhibition
# Numbers without * were called inactive; ? = inconclusive; . = no result given; [ ] = another dose, or the depositor's remark.
SMILES,HIV fusion peptide,KOR beta-arrestin-1,GPR55 LPI antagonism,GPR35 arrestin U2OS,West Nile antiviral,NOD1 inhibition,GPR55 activation,KOR beta-arrestin-2,Dengue-2 NS5 capping,others
CCCSc1cc(=O)n(-c2ccccc2)nc1C(=O)OCC,-0.1%,5.6%,2.7%,8.7%,1.5%,-23.7%,0.2%,-21.7%,-2.7%,
Cc1nn(Cc2ccc(Cl)cc2)c(Cl)c1/C=N/NC(=O)c1cccnc1,1.0%,10.0%,0.2%,-6.7%,-0.4%,-19.3%,-0.3%,-15.0%,-2.7%,
CCOc1ccccc1NC(=O)C12CC3CC(C1)CC(c1ccc(C)cc1)(C3)C2,0.2%,0.6%,19.6%,5.2%,-0.8%,16.9%,-0.1%,23.4%,-8.9%,
CCOC(=O)Cc1csc(NC(=O)C(C)c2ccc([N+](=O)[O-])cc2)n1 (centres undefined),0.5%,4.9%,7.1%,-1.7%,-0.2%,-24.7%,1.4%,-22.2%,-4.5%,
CCOC(=O)c1cccnc1SCC(=O)N(C)c1ccccc1,7.3%,-3.8%,-15.2%,0.8%,-1.1%,-20.9%,-0.1%,8.1%,-4.8%,
CC(C)OC(=O)CCCN1C(=O)c2ccc(N)cc2C1=O,-0.1%,0.2%,11.7%,-2.6%,.,-32.9%,-0.2%,-19.5%,.,
Cc1ccc(C)n1-n1c(C)nc2sc(-c3ccccc3)cc2c1=O,0.5%,-4.4%,-3.0%,8.0%,0.6%,-14.6%,-0.1%,21.3%,-0.7%,
O=C1OCCN1C(=O)[C@H]1[C@H](c2ccc(F)cc2)C(c2ccc(F)cc2)=NN1c1ccc(Br)cc1,-1.4%,1.6%,6.2%,0.4%,-0.8%,59.0%,0.5%,9.3%,-5.5%,
O=C(CCNC(=O)c1ccco1)Nc1ccccc1OC(F)F,-2.5%,0.4%,0.7%,-3.1%,0.0%,11.1%,.,-28.2%,-4.2%,
CN(C)CCCNS(=O)(=O)c1ccc(N2CCN(Cc3ccc4c(c3)OCO4)CC2)c([N+](=O)[O-])c1,-1.5%,2.9%,0.4%,-7.2%,-0.7%,-8.9%,-0.1%,-15.9%,0.8%,
COCCn1c(SCC(=O)NC2CCCC2)nnc1-c1ccco1,-0.1%,-4.2%,0.1%,-0.3%,0.1%,-19.2%,-0.1%,0.5%,-5.1%,
COCCCNC(=O)c1ccccc1N(Cc1ccccc1)S(=O)(=O)c1ccccc1,-0.3%,-0.6%,5.2%,-6.1%,-0.5%,-6.0%,-0.2%,-8.0%,-7.9%,Dengue-2 NS5 capping pilot replicate=-1.5
Cc1cc(C)c(S(=O)(=O)NCCOc2ccccc2)c(C)c1-n1cnnn1,0.7%,8.1%,-5.2%,-8.5%,0.1%,-8.3%,-0.6%,-29.5%,1.5%,
CCN(CC)S(=O)(=O)c1ccc(C)c(NC(=O)CSc2nc3ccc(C)cc3[nH]2)c1,1.2%,10.2%,10.0%,-8.1%,-0.6%,-17.3%,-0.4%,0.8%,-7.7%,
COc1ccc(Br)cc1CN(C)C(=O)CNC(=O)c1ccc2ccccc2c1,1.3%,-0.7%,25.2%,-3.0%,-1.5%,-22.6%,-0.1%,-22.4%,1.7%,
NNC(=O)CSc1nnnn1-c1ccccc1,-1.6%,7.3%,3.4%,0.0%,0.4%,-7.1%,-0.3%,-24.1%,-1.1%,
N#CC1=C(S)N(c2ccccc2)C(c2ccc(-c3ccccc3Cl)o2)NC1=O (centres undefined),14.3%,-2.5%,13.6%,-1.5%,0.1%,-35.6%,7.0%,-11.0%,-7.3%,
CC(C)CC(=O)Nc1cc([N+](=O)[O-])ccc1Cl,2.0%,0.0%,26.8%,2.8%,0.9%,-7.7%,0.4%,0.3%,-0.8%,
CC(=O)OC1CSC2c3ccccc3C(=O)N2Cc2sccc21 (centres undefined),-0.6%,-3.7%,55.1%,-5.7%,-0.2%,-19.8%,0.4%,2.3%,7.1%,
Cc1cc(O)ccc1Nc1nc(-c2sc(N)nc2C)cs1,5.6%,-1.8%,-3.6%,0.4%,-0.1%,7.4%,0.2%,-4.2%,-7.2%,
O=C(/C=C\c1cccs1)c1c(O)ccc2ccc(=O)oc12,-3.0%,1.8%,-4.2%,-3.7%,-1.1%,11.8%,-0.4%,21.7%,7.9%,
O=C(Nc1c2c(nn1-c1ccc(F)cc1)CS(=O)C2)c1ccc(S(=O)(=O)N2CCOCC2)cc1 (centres undefined),0.2%,-1.4%,-0.1%,-7.2%,0.3%,-25.0%,0.3%,32.9%,-3.6%,
CC1Cc2c([nH]c3ccccc23)C2c3ccccc3CN12 (centres undefined),2.4%,7.6%,2.8%,-2.6%,-0.7%,-0.1%,0.4%,0.6%,-16.4%,
NC(=O)C1CCN(c2ncc(C(F)(F)F)cc2Cl)CC1,0.9%,-2.9%,4.5%,-3.3%,-0.2%,0.1%,-0.2%,-12.9%,.,
CCC(=O)Nc1cccc(C(=O)Nc2nccs2)c1,-1.2%,.,7.1%,12.2%,0.2%,-35.3%,0.2%,-12.5%[20 µM],-7.5%,

# Overlap with the part before: 6 compounds, followed by the next part.
SMILES,HIV fusion peptide,KOR beta-arrestin-1,GPR55 LPI antagonism,GPR35 arrestin U2OS,West Nile antiviral,NOD1 inhibition,GPR55 activation,KOR beta-arrestin-2,Dengue-2 NS5 capping,others
Cc1cc(O)ccc1Nc1nc(-c2sc(N)nc2C)cs1,5.6%,-1.8%,-3.6%,0.4%,-0.1%,7.4%,0.2%,-4.2%,-7.2%,
O=C(/C=C\c1cccs1)c1c(O)ccc2ccc(=O)oc12,-3.0%,1.8%,-4.2%,-3.7%,-1.1%,11.8%,-0.4%,21.7%,7.9%,
O=C(Nc1c2c(nn1-c1ccc(F)cc1)CS(=O)C2)c1ccc(S(=O)(=O)N2CCOCC2)cc1 (centres undefined),0.2%,-1.4%,-0.1%,-7.2%,0.3%,-25.0%,0.3%,32.9%,-3.6%,
CC1Cc2c([nH]c3ccccc23)C2c3ccccc3CN12 (centres undefined),2.4%,7.6%,2.8%,-2.6%,-0.7%,-0.1%,0.4%,0.6%,-16.4%,
NC(=O)C1CCN(c2ncc(C(F)(F)F)cc2Cl)CC1,0.9%,-2.9%,4.5%,-3.3%,-0.2%,0.1%,-0.2%,-12.9%,.,
CCC(=O)Nc1cccc(C(=O)Nc2nccs2)c1,-1.2%,.,7.1%,12.2%,0.2%,-35.3%,0.2%,-12.5%[20 µM],-7.5%,
COc1ccc(C(=O)Nc2ccc3nc(C)c(C)nc3c2)cc1,1.4%,-0.1%,-7.1%,-6.0%,1.2%,-9.7%,-0.1%,9.2%,-6.1%,
CCOc1ccc(C(=O)N2CCC(C(=O)c3ccc4c(c3)OCCO4)CC2)cc1,0.3%,-1.7%,19.3%,2.3%,-1.4%,0.7%,0.0%,4.0%,-6.8%,
CC(=O)Nc1ccc2nc(SCC(=O)NCCOc3ccccc3)sc2c1,2.1%,-4.0%,1.6%,0.0%,-1.0%,-33.0%,0.0%,29.1%,-4.7%,
CCc1ccc(Nc2nnc(SCC(=O)c3ccc4c(c3)NC(=O)CO4)s2)cc1,-0.5%,-4.7%,11.3%,-12.0%,-0.8%,-8.4%,0.5%,-1.8%[20 µM],.,
Cc1ccccc1-n1nc2c(c1NC(=O)C1CCCC1)CS(=O)(=O)C2,-1.6%,-4.9%,1.3%,6.6%,0.8%,-20.9%,0.2%,-13.5%,-1.0%,
CC(=O)Nc1ccc(S(=O)(=O)NNC(=O)CCc2ccccc2)cc1,-1.0%,-3.9%,-4.7%,15.6%,-0.6%,-11.0%,0.2%,-7.5%,9.8%,
CCN(C(=O)COC(=O)c1[nH]c(C)c(C(C)=O)c1C)C1CCS(=O)(=O)C1 (centres undefined),-3.2%,-1.6%,12.4%,7.3%,0.5%,-23.6%,0.3%,-1.3%,-7.7%,
Cc1oc2c(c1C(=O)NCc1cc(C(=O)O)co1)CCCC2,3.1%,-3.8%,-0.3%,-18.3%,0.4%,-28.0%,-0.4%,4.9%,3.2%,
CSc1ccccc1NC(=O)c1c(Br)cnn1C,2.5%,2.3%,-1.4%,-6.7%,0.1%,-24.0%,-0.1%,-8.7%,-4.1%,
COCCN(CC1CCCN(C2Cc3ccccc3C2)C1)C(=O)CCC(F)(F)F (centres undefined),-1.0%,-2.2%,2.5%,-10.3%,-0.8%,-22.0%,-0.4%,-28.8%[20 µM],-1.9%,
COC(=O)Nc1ccc(S(=O)(=O)Nc2ccc(O)cc2)cc1,-1.7%,-1.8%,-4.9%,4.4%,-1.2%,-16.2%,1.0%,24.9%,-2.8%,
CCN1CCCC1CNC(=O)C(=O)Nc1ccccc1OC (centres undefined),0.5%,7.6%,33.4%,0.7%,-1.0%,3.0%,0.3%,-15.2%,-4.8%,
Cc1ccc(S(=O)(=O)N2CC(O)CC2C(=O)O)cc1 (centres undefined),0.5%,-5.4%,6.4%,-10.1%,-0.5%,-2.1%,?,20.2%,-6.5%,
Cc1cc(OCCCC(=O)NCCc2ccccn2)ccc1Cl,2.8%,1.5%,-7.4%,15.4%,0.7%,16.1%,-0.1%,-20.3%,-2.9%,
COc1ccccc1N(CC(=O)NCCSCc1cccc(Cl)c1)S(C)(=O)=O,0.1%,-1.2%,8.6%,-13.4%,-0.7%,-9.1%,-0.1%,10.1%,-0.7%,
COc1c(C)cc(C(=O)C2CCCN(C(=O)c3cccc(F)c3)C2)cc1C (centres undefined),-0.4%,-2.6%,2.0%,-8.1%,-1.4%,16.5%,-0.3%,-1.4%,-3.6%,
O=C(Nc1ccc(Cl)cc1)N1CCCN(c2ccc(C(F)(F)F)cc2[N+](=O)[O-])CC1,-2.2%,-4.8%,3.5%,-4.1%,-1.4%,-7.5%,-0.2%,30.0%,-6.1%,
COc1ccc(NC(=O)CCCNC(=O)Cn2cnc3sc(C)c(C)c3c2=O)cc1OC,-0.7%,-4.0%,-1.2%,-2.1%,0.0%,-22.6%,-0.1%,-18.5%,-0.8%,
CCOc1c2ccc(C(=O)NCc3ccco3)cc2nn1CC,3.7%,5.1%,-6.9%,14.5%,-0.5%,7.8%,-0.1%,-3.0%,-9.2%,

# Screening results (PubChem BioAssay)

# An excerpt (hit frequency here may not be typical).
